# Vif-A3G inh = qHTS for Inhibitors of Vif-A3G Interactions: qHTS | DNA dC->dU-editing enzyme APOBEC-3G (Homo sapiens), Q9HC16 | HeLa A3G-eYFP + Vif (tagged APOBEC3G with the HIV-1 protein that degrades it), YFP fluorescence, overnight | Potency, µM (top dose mostly 46.1 µM), for inactives: top-dose activity, negative = active, hits mostly inhibitors | hit rate 0.076% among 410,000 | AID 602310, 2012;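 note: potency is the fitted concentration of half-maximal effect; % is set by controls: 0 for no effect and ±100 for the full control effect; nearly all actives have a fitted effect of over 60% in size; hits raise eYFP signal because A3G escapes Vif-driven loss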
#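 Read-out is eYFP fluorescence (Ex 488/Em 500-530) from Vif-expressing HeLa A3G-eYFP cells; more signal means A3G escaped Vif-mediated degradation. Cells plated overnight, compound pinned in, incubated overnight at 37 deg C.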
# Glioma ERSR ind = qHTS for Inducers of the Endoplasmic Reticulum Stress Response (ERSR) in Human Glioma: qHTS. U87-MG GRP78 promoter luciferase reporter, 16 h. Potency, µM, for inactives: at the highest dose activation, hits mostly activators. hit rate 0.02% among 420,000. AID 602332, 2012; note: potency is the fitted concentration of half-maximal effect; series mostly up to about 76 µM; % of control where 0% means no effect; nearly all actives have a fitted effect of over 35% in size
#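 ERSR induction read as luciferase luminescence (Bright-Glo, 10 min at room temperature) in stably transfected human U87-MG glioma cells exposed to compounds for 16 h, using GRP78 as sensor.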
# D2 potentiator = HTS Assay for Positive Allosteric Modulators of the Human D2 Dopamine Receptor: Primary Screen for Potentiators; D(2) dopamine receptor (Homo sapiens), P14416; HEK293 T-REx D2, calcium flux, EC20 dopamine potentiation; potentiation, % at 10 µM; hit rate 0.34% among 340,000; AID 485347, 2010;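 active = potentiation over 3 SD above the plate norm, cut at about 30% in these data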; note: 0% is about no effect
#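 Using a no-wash calcium dye in inducible, force-coupled HEK293 Trex cells expressing D2, we tracked fluorescence each second for 180 s after compound, then for 180 s after EC20 dopamine to detect augmented signalling.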
# LDHA inh = qHTS assay for inhibitors of human lactate dehydrogenase; L-lactate dehydrogenase A chain (Homo sapiens), P00338; purified LDHA, NADH/diaphorase-resazurin fluorescence; active compounds read low; activity change, % (values are at about 110 or 230 µM); hit rate 0.15% among 480,000; AID 1347041, 2019; in the data active = activity change below about -30%;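 note: plate controls were DMSO wells for no effect and wells without enzyme for full effect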
#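 Human LDH5 at 2 nM final in Tris HCl pH 7.4 with 0.06 mM NADH and 0.2 mM pyruvate, reacted 5 minutes at room temperature. Remaining NADH coupled via diaphorase/resazurin; resorufin fluorescence read at 0 and 20 minutes, normalized to enzyme-free and DMSO wells.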
# D1 agonist = Allosteric Agonists of the Human D1 Dopamine Receptor: qHTS; HEK293 T-REx D1 cells, calcium flux, agonist mode; activation, % at 2 µM; hit rate 1% among 360,000; AID 504660, 2011; in the data active = activation above about 30%; note: 0% is about no effect
#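 Inducible HEK293 T-REx D1 cells, force-coupled to calcium signalling, were plated at 4000 cells/well with tetracycline and held overnight at 30 C. After no-wash calcium dye loading, compound-evoked calcium rise over 180 s flagged agonists.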
# Vif-A3F inh = qHTS for Inhibitors of Vif-A3F Interactions: qHTS; Potency, µM (doses to about 46.1 µM), inactives show at the highest dose activity, negative = active; HeLa A3F-eYFP + Vif (tagged APOBEC3F with the HIV-1 protein that degrades it), YFP fluorescence increase; hit rate 0.2% among 390,000; note: potency is the fitted concentration of half-maximal effect; % of control where 0% means no effect; nearly all actives have a fitted effect of over 65% in size
#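 HeLa cells stably expressing Vif plus C-terminally eYFP-tagged A3F were seeded, incubated overnight at 37 deg C, dosed with compound, incubated overnight again at 37 deg C. Yellow fluorescence (Ex 488/Em 500-530) reported blocked Vif-mediated A3F-eYFP degradation.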
# RXFP1 ag = qHTS Assay for Agonists of the Relaxin Receptor RXFP1; hit rate 0.3% among 370,000; Relaxin receptor 1 (Homo sapiens), Q9HBX9; Potency, µM (top dose mostly 57.5 µM), for inactives: at the top dose activation, usual class: activators; HEK293T-RXFP1 cAMP TR-FRET, 30 min; response scale: percent of porcine relaxin response, buffer zero; note: potency is the fitted concentration of half-maximal effect; % is set by controls: 0 for no effect and ±100 for the full control effect; nearly all actives have a fitted effect of over 60% in size; many of its hits are not listed in these tables
# Target sequence (Q9HBX9 whole entry, looked up): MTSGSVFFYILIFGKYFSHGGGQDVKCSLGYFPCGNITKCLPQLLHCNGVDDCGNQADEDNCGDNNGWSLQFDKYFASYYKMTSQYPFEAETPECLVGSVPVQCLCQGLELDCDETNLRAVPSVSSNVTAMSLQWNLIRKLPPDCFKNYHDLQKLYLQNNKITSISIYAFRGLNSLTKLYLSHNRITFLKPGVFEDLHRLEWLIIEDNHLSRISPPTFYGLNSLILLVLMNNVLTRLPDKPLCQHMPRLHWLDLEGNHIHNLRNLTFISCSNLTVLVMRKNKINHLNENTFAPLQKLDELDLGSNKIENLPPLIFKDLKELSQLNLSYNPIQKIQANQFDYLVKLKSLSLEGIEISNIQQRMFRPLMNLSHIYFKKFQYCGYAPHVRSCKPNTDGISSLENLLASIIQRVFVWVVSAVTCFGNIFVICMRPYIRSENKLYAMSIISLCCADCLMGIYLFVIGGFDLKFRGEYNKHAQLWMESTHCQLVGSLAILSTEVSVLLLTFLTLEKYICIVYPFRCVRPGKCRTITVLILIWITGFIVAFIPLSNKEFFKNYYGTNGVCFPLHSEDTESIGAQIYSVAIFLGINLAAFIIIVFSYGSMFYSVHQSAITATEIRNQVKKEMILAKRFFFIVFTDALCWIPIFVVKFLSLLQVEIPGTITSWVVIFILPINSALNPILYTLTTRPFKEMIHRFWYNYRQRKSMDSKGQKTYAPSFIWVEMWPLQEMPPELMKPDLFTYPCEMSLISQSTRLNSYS
#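 HEK293T cells stably expressing RXFP1 were pretreated with the PDE4 inhibitor Ro 20174, exposed to compounds for 30 min at 37C, lysed, and cAMP was read by TR-FRET. Data normalized to buffer (basal) and 29 nM porcine relaxin (100%).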
# D1 PAM = Potentiators of Human D1 Dopamine Receptor: qHTS. hit rate 0.036% among 360,000. HEK293 TREx D1 cells, calcium flux, dopamine EC20 potentiation. potentiation, % at 10 µM; in the data active = potentiation above about 30%; note: 0% is about no effect
# D1 antagonist = Antagonist of Human D 1 Dopamine Receptor: qHTS | HEK293 TREx D1 cells, calcium flux, dopamine EC80; active compounds read low | D(1A) dopamine receptor (Homo sapiens), P21728 | AID 504652, 2011 | hit rate 3.2% among 360,000 | activity change, negative = inhibition, % at 10 µM; in the data active = activity change below about -30%; note: % is set by controls: 0 for no effect and ±100 for the full control effect
#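 Inducible Hek293 Trex D1 cells (tetracycline, overnight, 30 C). Calcium dye 30–90 min RT. Antagonist mode: EC80 dopamine added after 180 s compound read.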
# Starred values were filed as active, the others as inactive; nt = no result given; & = joins results of further samples. Unless noted, calls come from the whole dose curve; as a rule, active = well fitted curve in the direction sought with a large enough effect; inconclusive = small, poorly fitted or top-dose-only effect, or another doubt; inactive = no such curve, though single readings can be large; an effect the other way counts as inactive or inconclusive.
# Letter code: A = Vif-A3G inh; B = Glioma ERSR ind; C = D2 potentiator; D = LDHA inh; E = D1 agonist; F = Vif-A3F inh; G = RXFP1 ag; H = D1 PAM; I = D1 antagonist
> Cc1cccc(N2CCN(C(=O)c3cnn(-c4cccc(Cl)c4C)c3C3CCNCC3)CC2)c1C
  A = 6%	B = -5%	C = 0	D = 1	E = 26	F = -6%	G = -1.8%	H = -3	I = -8
> Cc1ccc(S(=O)(=O)N2CCN(c3ccnc4cc(Cl)ccc34)CC2)cc1
  A = -6%	B = -5%	C = -1	D = -2	E = 4	F = -10%	G = 3.2%	H = -1	I = 9
> Cc1nc2ccccc2n1CCOc1ccc([N+](=O)[O-])cc1
  A = -7%	B = -6%	C = -7	D = -5	E = 2	F = 14%	G = -0.4%	H = -10	I = -40*
> Cc1ccc(-n2ncc(C(=O)NCc3ccc4c(c3)OCO4)c2C2CCN(C(=O)OC(C)(C)C)CC2)cc1C
  A = 4%	B = -2%	C = -4	D = 0	E = 5	F = 3%	G = -1.4%	H = -1	I = 1
> S=c1[nH]cc(-c2ccccc2)n1-c1cccc(Cl)c1
  A = 1%	B = -3%	C = 0	D = -6	E = -2	F = -15%	G = 3.6%	H = -3	I = 4
> CCOc1cccc(/C=N/N2C(C)CCCC2C)c1O (configuration not stated)
  A = -1%	B = 0%	C = 17	D = 3	E = 1	F = -16%	G = 1.1%	H = -1	I = 3
> CCOC(=O)c1cc(NC(=O)NC2CCCCC2)c(C)nc1C
  A = -2%	B = -3%	C = 0	D = -2	E = 2	F = -15%	G = -0.4%	H = nt	I = -4
> COc1ccc(C(=O)Nc2cc(OC)c(Cl)cc2OC)cc1
  A = -1%	B = 1%	C = -1	D = -1	E = 2	F = 1%	G = 0.5%	H = -5	I = -18
> CCN(CC)C(=O)c1sc2c(c1C)c(=O)n(CCc1ccccc1)c(=O)n2Cc1cc(C)ccc1C
  A = -1%	B = 3%	C = 15	D = -1	E = -1	F = 2%	G = 0.0%	H = 0	I = 12
> CCC(C)NC(=O)c1ccccc1SC (configuration not stated)
  A = 2%	B = -1%	C = 5	D = 2	E = 1	F = 13%	G = 0.2%	H = -3	I = 4
> CCOc1ccc(C(=O)Nc2cccc(-c3nc4cc(Cl)cc(Cl)c4o3)c2)cc1
  A = 6%	B = -2%	C = 1	D = -6	E = 0	F = 0%	G = 4.6%	H = -2	I = 6
> Cc1cccc(NC(=O)CSc2nc3ccc(NC(=O)c4ccco4)cc3s2)c1
  A = 1%	B = 3%	C = -4	D = -4	E = 5	F = 1%	G = 3.4%	H = -2	I = -16
> O=C(CN1C(=O)COc2ccc(Cl)cc21)Nc1ccc(F)cc1
  A = 1%	B = -3%	C = -12	D = 0	E = 25	F = 4%	G = 0.0%	H = -6	I = -34*
> C[C@H]1O[C@H](O[C@H]2[C@H](O[C@@H]3CC[C@@]4(C)C(CC[C@]5(C)C4CC=C4[C@@H]6CC(C)(C)CC[C@]6(C(=O)O[C@@H]6O[C@H](CO)[C@@H](O)[C@H](O)[C@H]6O)CC[C@]45C)C3(C)C)O[C@H](C(=O)O)[C@@H](O)[C@@H]2O)[C@@H](O)[C@@H](O)[C@@H]1O (some centres not stated)
  A = 0%	B = -6%	C = 16	D = 2	E = 6	F = 1%	G = 0.0%	H = 1	I = 30
> Cc1ccccc1NC(=O)c1c(C)oc2ccc(O)c(CN3CCOCC3)c12
  A = 6%	B = -4%	C = 11	D = 3	E = 2	F = 1%	G = -2.4%	H = 3	I = -3
> COc1ccc(NC(=O)NNC(=O)c2cc3ccccc3cc2O)cc1
  A = -21%	B = -3%	C = 2	D = -3	E = 7	F = 3%	G = 0.0%	H = -5	I = -15
> Cc1ccc2c(n1)CC(C)(C)C/C2=N\O
  A = 2%	B = -5%	C = 0	D = -3	E = 3	F = 2%	G = -0.9%	H = 3	I = 3
> CCOc1ccc(-n2c(-c3ccco3)nc3c(cnn3-c3ccc(C)cc3)c2=O)cc1
  A = 0%	B = -2%	C = -1	D = -1	E = 4	F = 1%	G = -1.9%	H = 0	I = -12
> O=C(O)c1cccc(NS(=O)(=O)c2ccc3c4c(cccc24)C(=O)N3)c1
  A = 1%	B = -4%	C = 2	D = 1	E = -2	F = 0%	G = 3.7%	H = 6	I = -2
> FC(F)(F)c1cc(-c2ccco2)nc(NCc2ccco2)n1
  A = -3%	B = -4%	C = -6	D = 0	E = 2	F = -1%	G = 0.7%	H = 2	I = 15
> CN(c1ccccc1)S(=O)(=O)c1ccc(Cl)c(C(=O)NCCc2c[nH]c3ccccc23)c1
  A = 0%	B = -4%	C = -7	D = -1	E = 3	F = 5%	G = -0.9%	H = 5	I = -2
> CCCC(=O)Nc1ccc(C)c(O)c1
  A = 0%	B = -1%	C = -9	D = -6	E = 3	F = -8%	G = -0.5%	H = -2	I = -7
> COCCN(CC(=O)Nc1cccc(C)c1C)C(=O)CN1C(=O)NC2(CCCCC2)C1=O
  A = 2%	B = -4%	C = 12	D = -2	E = 1	F = 12%	G = 2.7%	H = -2	I = 4
> COc1ccc(CNC(=O)CN(Cc2ccccc2Cl)C(=O)c2csnn2)cc1
  A = -1%	B = -3%	C = -5	D = -4	E = 2	F = -5%	G = 2.4%	H = 7	I = 5
> Nc1ccc2c(c1)sc1ccccc12
  A = -6%	B = 5%	C = 8	D = -2	E = 3	F = 0%	G = -1.1%	H = -3	I = 14
> CCCCN1C(=N)N([C@@H](C)CN2CCC[C@H]2CN2C(N)=NC[C@H]2CC(C)C)C[C@H]1Cc1ccccc1
  A = -2%	B = -3%	C = nt	D = -10	E = nt	F = -3%	G = nt	H = nt	I = nt
> Cc1cc(C)c2c3c(sc2n1)C(=O)N(c1ccccc1C)CC(=O)N3
  A = 1%	B = -3%	C = -11	D = -12	E = 3	F = -24%	G = 14%	H = 1	I = 2
> CCC(=O)NC(c1cccs1)c1cc([N+](=O)[O-])c2cccnc2c1OC (configuration not stated)
  A = 3%	B = -4%	C = nt	D = 8&16	E = 4	F = nt	G = -0.1%	H = 1	I = -6
> CCc1ccc2c(COC(=O)C3CC(=O)N(CCc4ccccc4)C3)cc(=O)oc2c1 (configuration not stated)
  A = -2%	B = -2%	C = -1	D = -4	E = 8	F = -5%	G = 1.6%	H = -1	I = -18
> Cc1ccc(S(=O)(=O)NC(C)C(=O)NC(C)c2cccs2)cc1 (configuration not stated)
  A = -2%	B = -2%	C = 32*	D = -7	E = -1	F = 7%	G = -0.7%	H = 7	I = 1
> COCCCNC(=O)CSc1nc2cc(OC)c(OC)cc2c2nc(-c3ccccc3)nn12
  A = 3%	B = 0%	C = -9	D = -2	E = 0	F = -1%	G = 3.2%	H = 3	I = -1
> CCC1CN(C(=O)N2CCC(C(=O)NCc3ccccc3F)CC2)c2ccccc2O1 (configuration not stated)
  A = 1%	B = -3%	C = 4	D = 2	E = 2	F = 0%	G = 4.9%	H = -5	I = -9
> C=CCN1C(=O)/C(=C2/Sc3ccccc3N2CCCS(=O)(=O)O)SC1=S
  A = -1%	B = -2%	C = 25	D = 3	E = 1	F = -3%	G = 16%	H = -7	I = 26
> COc1ccc(C(=O)/C=C\c2ccc(NC(=O)c3cccs3)cc2)cc1
  A = -7%	B = -3%	C = 2	D = -2	E = 4	F = -6%	G = 5.7%	H = -8	I = -21
> CC(=O)N1CC2(NC(=O)c3ccccc3N2)c2ccccc21 (configuration not stated)
  A = 1%	B = -3%	C = 6	D = -18	E = 1	F = -5%	G = 1.8%	H = -4	I = 11
> CSc1cccc(NC(=O)N2CCN(c3cc(-c4noc(C)n4)ccc3C)CC2)c1
  A = -3%	B = -1%	C = -2	D = 1	E = 1	F = -2%	G = 4.0%	H = -4	I = 1
> O=c1[nH]c2ccc(NS(=O)(=O)c3ccc4ccccc4c3)cc2[nH]1
  A = -7%	B = -5%	C = -2	D = 2	E = 1	F = -18%	G = -0.7%	H = 2	I = 5
> COc1ccc(S(=O)(=O)N2CCNCC2)cc1OC
  A = 0%	B = -3%	C = -12	D = 0	E = 3	F = 10%	G = -4.6%	H = 5	I = -9
> CCCn1c(=N)c(C#N)cc2c(=O)n3cccc(C)c3nc21
  A = nt	B = nt	C = 7	D = nt	E = 3	F = nt	G = 3.6%	H = 5	I = -4

# In the list so far, these have a furan ring, fused or not.
# Letter code: A = Vif-A3G inh; B = Glioma ERSR ind; C = D2 potentiator; D = LDHA inh; E = D1 agonist; F = Vif-A3F inh; G = RXFP1 ag; H = D1 PAM; I = D1 antagonist
> Cc1cccc(NC(=O)CSc2nc3ccc(NC(=O)c4ccco4)cc3s2)c1
  A = 1%	B = 3%	C = -4	D = -4	E = 5	F = 1%	G = 3.4%	H = -2	I = -16
> Cc1ccccc1NC(=O)c1c(C)oc2ccc(O)c(CN3CCOCC3)c12
  A = 6%	B = -4%	C = 11	D = 3	E = 2	F = 1%	G = -2.4%	H = 3	I = -3
> CCOc1ccc(-n2c(-c3ccco3)nc3c(cnn3-c3ccc(C)cc3)c2=O)cc1
  A = 0%	B = -2%	C = -1	D = -1	E = 4	F = 1%	G = -1.9%	H = 0	I = -12
> FC(F)(F)c1cc(-c2ccco2)nc(NCc2ccco2)n1
  A = -3%	B = -4%	C = -6	D = 0	E = 2	F = -1%	G = 0.7%	H = 2	I = 15

# Only part of the results is shown. The share of hits here may be higher or lower than overall.
